NSD2 inh – blocks human histone methyltransferase NSD2; AID 743445; 310,000 compounds, 0.54% hits; NSD2 peptide methylation, AlphaScreen, 120 min; O96028; inhibition, % at 12.5 µM; in the data active means inhibition above about 50%
Rtt109 HAT inh – C. albicans Rtt109 histone acetyltransferase inhibition. Q5AAJ8. purified Rtt109/Vps75, ThioGlo CoA-SH fluorescence, 4 h. inhibition, % at 34.9 µM. 330,000 compounds, 0.16% hits;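 active means inhibition of at least 50% in every replicate; inconclusive means best replicate reaches 50% inhibition but some replicates fall short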
Target sequence (Q5AAJ8 whole entry, looked up): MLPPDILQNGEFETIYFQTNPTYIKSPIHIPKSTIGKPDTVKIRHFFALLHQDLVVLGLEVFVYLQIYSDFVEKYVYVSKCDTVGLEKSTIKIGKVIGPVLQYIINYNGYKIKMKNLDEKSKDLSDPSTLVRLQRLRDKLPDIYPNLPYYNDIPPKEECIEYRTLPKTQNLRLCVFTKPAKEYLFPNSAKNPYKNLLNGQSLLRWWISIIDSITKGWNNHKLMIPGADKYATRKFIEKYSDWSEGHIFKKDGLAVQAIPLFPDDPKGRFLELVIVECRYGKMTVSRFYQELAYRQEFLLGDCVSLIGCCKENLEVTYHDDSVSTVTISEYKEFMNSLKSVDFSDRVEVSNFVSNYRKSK
PfHsp90 set2 – growth inhibition of yeast expressing Plasmodium Hsp90. S. cerevisiae expressing PfHsp90, BacTiter-Glo ATP, 48 h; yeast lacking PDR1 and PDR3 efflux regulators. inhibition, % at 9.4 µM. 310,000 compounds, 0.32% hits. AID 504621;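 active means every replicate shows inhibition above about 80%, whatever the replicate mean, limit read from the data; inconclusive means mean inhibition reaches the set limit but some replicate falls short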;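 further: 0% = DMSO neutral controls and 100% = 20 µM radicicol positive controls; yeast relying on Plasmodium falciparum Hsp90 in place of its own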
PvdQ inh – blocks Pseudomonas aeruginosa PvdQ acylase activity; purified PvdQ acylase, fluorescence plate reader; 340,000 compounds, 0.063% hits; inhibition, % at 10 µM; in the data active means inhibition above about 30%, passing the limit was not always enough; inconclusive means no clear call, values can overlap the other calls;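 further: 0% = vehicle neutral wells and 100% = reference inhibitor wells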
SR-BI DiI inh – blocks mouse SR-BI lipid uptake from DiI-HDL. ldlA[mSR-BI] CHO cells, DiI-HDL uptake fluorescence, 3 h. inhibition, % at 12.5 µM. 320,000 compounds, 0.96% hits. Q61009;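 active means mean replicate inhibition of at least 70% and a set share of replicates each scoring 70 or more; inconclusive means meets just one of the two criteria; inactive means fails both criteria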;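 further: 0% = median of neutral control wells and 100% = median of positive control wells; values of inactives mirror those of a sister screen read the other way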
Target sequence (Q61009 whole entry, looked up): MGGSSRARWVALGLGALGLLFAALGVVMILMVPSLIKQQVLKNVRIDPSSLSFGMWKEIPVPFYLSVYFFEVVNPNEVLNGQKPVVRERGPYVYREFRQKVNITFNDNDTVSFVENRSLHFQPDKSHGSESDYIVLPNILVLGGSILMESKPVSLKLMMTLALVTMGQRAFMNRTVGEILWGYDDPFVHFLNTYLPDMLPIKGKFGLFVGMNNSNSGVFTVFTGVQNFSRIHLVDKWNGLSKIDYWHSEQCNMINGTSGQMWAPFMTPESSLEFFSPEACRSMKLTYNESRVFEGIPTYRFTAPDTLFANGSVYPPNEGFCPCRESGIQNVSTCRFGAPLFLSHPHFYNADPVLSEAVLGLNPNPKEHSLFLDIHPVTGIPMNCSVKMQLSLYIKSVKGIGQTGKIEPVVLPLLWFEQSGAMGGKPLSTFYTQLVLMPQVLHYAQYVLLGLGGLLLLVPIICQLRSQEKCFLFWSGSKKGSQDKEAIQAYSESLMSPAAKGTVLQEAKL
CAL PDZ FP-1 – blocks peptide binding to the human CAL PDZ domain | Q9HD26 | purified CAL PDZ, TMR-peptide fluorescence polarization, 1 h | inhibition, % at 24.9 µM | 300,000 compounds, 0.92% hits | AID 602252;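 active means mean inhibition of at least 30% with at least half of replicates also reaching 30%; inconclusive means no clear call, values can overlap the other calls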;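 further: 0% = DMSO neutral control and 100% = excess unlabeled competitor peptide PRC23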
dFosB act – enhances mouse delta FosB homodimer DNA binding; 340,000 compounds, 0.99% hits; purified delta FosB, TAMRA-CDK5 oligo fluorescence polarization; percent of positive-control signal above neutral wells; activation, % at 25 µM;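 active means mean activation above about 17%, with every replicate also reaching it, limit read from the data, passing the limit was not always enough; inconclusive means only one of the two conditions met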;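 further: fluorescence polarization rise as delta FosB binds a TAMRA Cdk5 AP-1 oligo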
MITF TRPM1 HTS – MITF TRPM1 promoter activation in melanoma cells; SK-MEL-5 TRPM1-promoter luciferase, 24 h; % of positive control, neutral wells = 0; activation, % at 12.5 µM; 300,000 compounds, 0.75% hits; AID 588334;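 active means mean activation of at least 80% with every replicate also reaching 80%; inconclusive means mean reaches 80% but some replicate falls short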;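 further: 0% = neutral control wells and 100% = parthenolide positive control wells; values of inactives mirror those of a sister screen read the other way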
SR-BI DiI-HDL act – activators of SR-BI mediated HDL lipid uptake; 320,000 compounds, 0.096% hits; activation, % at 12.5 µM; CHO ldlA[mSR-BI] cells, DiI-HDL uptake fluorescence, 3 h; 100 = double the neutral-control signal; AID 504775;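 active means mean replicate activation of at least 60% and every replicate at or above 60%; inconclusive means mean or all-replicate condition met, but not both; inactive means mean below 60% and not all replicates reaching 60%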;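 further: 0% = median plate neutral-control signal and 100% = twice that signal; values of inactives mirror those of a sister screen read the other way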
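Test system: SR-BI-overexpressing, LDLR-lacking CHO cells. Measured by: DiI fluorescence, bottom read. Medium: Ham's F12 with 0.5% BSA, HEPES 25 mM, pH 7.4. Timing: 3 h uptake period with compound, 37 °C.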
CAL PDZ FP-2 – human CAL PDZ-peptide interaction inhibition. inhibition, % at 20 µM. 330,000 compounds, 0.02% hits. AID 504414. Q9HD26. purified CAL PDZ, TMR-peptide fluorescence polarization, 1 h;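 active means highest replicate inhibition of at least 40%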;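 further: plate controls were DMSO neutral control wells for no effect and unlabeled competitor peptide control wells for full effect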
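Control set: unlabelled peptide and DMSO controls / Material: purified CerCALP PDZ construct / Timing: 1 h incubation at room temperature before polarization reading / Doses: 20 µM, one dose / Detection: fluorescence polarization (mP)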
* = called active by the depositor; ? = inconclusive; . = not tested or not shown.

SMILES	NSD2 inh	Rtt109 HAT inh	PfHsp90 set2	PvdQ inh	SR-BI DiI inh	CAL PDZ FP-1	dFosB act	MITF TRPM1 HTS	SR-BI DiI-HDL act	CAL PDZ FP-2
O=C(C[n+]1cc(Br)cc2ccccc21)c1ccc(Cl)cc1	0	4	5	-3	43	0	-2	-15	-43	-0.7
O=C(CN1CCCCCC1)Nc1c(Cl)cc(Cl)cc1Cl	1	14	-5	2	13	-5	4	65	-13	-0.9
CC(OC(=O)c1ccc(-c2ccc([N+](=O)[O-])cc2)o1)C(=O)NC(N)=O (configuration not stated)	2	2	-9	-2	40	1	3	-9	-40	0.4
O=P(COCCO)(c1ccccc1)c1ccccc1	19	0	-14	-14	-36	-11	2	12	36	-3.6
O=C(Cc1ccccc1[N+](=O)[O-])NCc1ccc(Cl)cc1	.	-9	2	-13	-7	0	8	29	7	-1.4
Cc1oc(-c2ccc(Cl)cc2)nc1CS(=O)CC(=O)NCc1ccc2c(c1)OCO2 (configuration not stated)	.	-6	11	-5	29	.	-1	-14	-29	0.1
Cc1ccc(NC(=S)NNC(=O)c2c(Cl)c(C)nn2C)cc1	7	4	9	-7	-20	.	-10	4	20	-0.9
CCN(C(=O)CSc1nc2ccccc2c(=O)n1-c1ccccc1F)C1CCS(=O)(=O)C1 (configuration not stated)	-4	-8	-10	1	-22	-4	4	-13	22	1.5
Cc1cc(C)c(O)c(NC(=S)NC(=O)Cc2ccccc2)c1	2	-9	-7	-15	0	-4	-4	11	0	.
Cc1sc2ncnc(Oc3ccc(-n4ccnc4)cc3)c2c1C	5	9	-21	-6	32	-2	-21	-14	-32	-2.8
C=CCNC(=O)C(C#N)c1nc2ccccc2nc1N1CCN(Cc2ccccc2)CC1 (configuration not stated)	.	-2	6	-19	34	-1	3	9	-34	0.2
COc1ccc(N/C(N)=N/c2nc(C)cc(C)n2)c(OC)c1	0	2	8	5	-1	-3	5	-2	1	-0.7
COc1ccc(CCNC(=O)c2cnn3cccnc23)cc1OC	-6	-2	0	4	-2	.	0	-6	2	-1.7
COC1CCN(Cc2c(C(=O)N3C[C@@H](C)O[C@@H](C)C3)nc3ccc(Cl)cn23)CC1	-2	14	2	0	5	1	-6	-3	-5	-1.7
O=C(NC(=S)Nc1cccc(O)c1)c1ccco1	1	-3	7	-10	-13	-5	-8	73	13	-0.2
CC1CC(C)CN(C(=O)CSCC(=O)Nc2nc(-c3cccs3)cs2)C1 (configuration not stated)	.	0	-3	-10	2	.	-14	.	-2	-2.0
O=C(COc1ccc2c3c(c(=O)oc2c1)CCC3)NC(Cc1ccc(Cl)cc1)C(=O)O (configuration not stated)	.	4	-21	-15	5	0	-4	6	-5	0.1
Cc1ccc(C(=O)N/N=C\c2ccc3c(c2)OCO3)cn1	-6	-3	-12	11	-6	-5	-4	4	6	-1.7
Cc1cc(-n2c(C)cc(C(=O)CSc3nc4ccccc4c(=O)n3Cc3ccco3)c2C)no1	16	5	.	5	16	-7	-7	.	-16	-1.5
COc1ccc(NC(=O)c2cc(S(=O)(=O)N3CCCC3)cn2C)cc1Cl	.	-21	38	-19	46	.	-3	-5	-46	-0.7
COc1ccc(-c2noc(Cc3ccc(Cl)cc3)n2)cc1OC	.	5	12	-15	.	3	-7	13	.	-1.4
O=C(Nc1ccc(S(=O)(=O)Nc2ncccn2)cc1)c1ccccc1NS(=O)(=O)c1ccc(F)cc1	-1	-8	34	-9	-4	0	4	-4	4	-2.3
COc1ccc(Br)c(C(=O)NC(C)(C)CO)c1	-1	-2	2	-10	-9	-3	9	.	9	0.3
COc1ccc2nc3cc(Cl)ccc3c(Nc3cc(C(C)C)c(O)cc3C)c2c1	-4	-9	6	-16	62	-2	89*	-7	-62	1.9
CC(C)CCOc1ccc(C(=O)C[N+]2(C)CCOCC2)cc1	-2	-5	17	-10	13	-3	-1	-12	-13	1.3
CCN(C(=O)COC(=O)CNC(=O)c1sc2ccccc2c1Cl)C1CCCCC1	1	1	.	-5	-1	-2	-14	-1	1	-2.3
Cn1c(=O)c2c(nc(N3CCCC3)n2C)n(C)c1=O	-1	-2	2	0	-18	3	4	2	18	-0.7
CC(NC(=O)CN(Cc1ccccc1)S(=O)(=O)c1ccccc1)c1cccnc1 (configuration not stated)	-1	0	.	6	2	-5	-11	2	-2	-0.8
Cc1ccc(S(=O)(=O)N2CCOCC2)cc1NC(=O)CSc1nnnn1C	-2	-11	.	-10	.	2	-6	5	.	-0.1
CCOC(=O)C1=C(C)C/C(=N\NC(=O)c2ccccc2O)CC1	0	-2	-17	-14	11	86*	-4	51	-11	-0.7
COc1ccc(C2CC(c3cccs3)=NN2C(=O)CSC2=NCCS2)cc1 (configuration not stated)	-6	-1	3	-7	-2	0	-8	18	2	-1.4
Cc1nc(SCC(=O)N2CCN(c3ccccn3)CC2)c(C#N)c(C)c1C	0	-6	2	0	6	-11	-6	4	-6	-1.0
CCOC(=O)N1CCC2(CC1)C(C#N)=C(N)OC1=C2C(=O)CC(C)(C)C1	-5	18	2	9	-9	1	-16	12	9	-0.1
COc1ccc(CC(=O)NCc2nn(-c3ccccc3)nc2C)cc1OC	-1	-4	19	-12	.	-3	-4	.	.	-0.5
Cc1ccc(-c2noc(CCC(=O)NCc3ccccc3CN3CCOCC3)n2)cc1	1	-1	-10	-26	-11	1	1	5	11	-2.2
CCN(C(=O)COC(=O)CCOc1ccc(C(C)(C)C)cc1)c1c(N)n(Cc2ccccc2)c(=O)[nH]c1=O	1	10	-13	-2	2	-1	0	0	-2	0.3
Nc1nc(-c2cccnc2)nn1C(=O)CCc1ccccc1	-1	-4	-34	-10	10	1	-4	.	-10	-1.3
Cc1c(Cl)cccc1NC(=O)CS(=O)(=O)c1ccccc1	-2	-7	7	-4	1	-3	-4	.	-1	-0.1
COC(=O)C1=NN(c2ccccc2)C2C(=O)N(c3ccccc3OC)C(=O)C12 (configuration not stated)	-2	-1	30	-9	-7	-4	-3	13	7	-0.6
Cc1ccc(C(=O)Nc2ccc(SC(F)F)cc2)s1	-9	1	3	3	36	.	-2	83*	-36	-0.8
Nc1nc(SCC(=O)N2CCCCCC2)[nH]c(=O)c1NC(=O)c1ccco1	.	-4	-16	-11	1	.	2	.	-1	-0.3
COc1ccccc1NC(=O)N1CCCC1C(=O)NCc1ccccc1 (configuration not stated)	-1	-1	14	-12	-12	-1	2	-7	12	-2.0
COC(=O)CNc1c(-c2ccccn2)nc2ccc(Br)cn12	-1	4	.	-14	-22	8	-11	.	22	-0.5
COc1ccc(N(C(C)=O)C2C=CS(=O)(=O)C2)c(OC)c1 (configuration not stated)	20	.	-17	-8	5	-3	0	-7	-5	-1.1
Cc1cc(NS(=O)(=O)c2ccc(NC(=O)c3ccc([N+](=O)[O-])s3)cc2)nc(C)n1	2	1	5	-11	-12	-5	-1	-30	12	-0.9
COc1ccc(C(=O)NC(C)c2cnn(-c3ccccn3)c2C)o1 (configuration not stated)	0	-13	-22	-16	-25	-5	-3	5	25	-2.4
c1nc(SSc2ncnc3nc[nH]c23)c2[nH]cnc2n1	2	-1	-53	-6	41	-1	-1	-27	-41	-0.2
COc1ccc(OC)c2sc(NC(=O)C3COc4ccccc4O3)nc12 (configuration not stated)	.	11	-3	-11	50	-3	-2	13	-50	-0.3
Cc1ccc(C)c(NC(=O)CN(C)C(=O)c2cccc(Oc3ccccc3)c2)c1	-4	6	-5	-6	29	.	-17	-2	-29	-0.6
CCOc1cc(N2CCOCC2)c(OCC)cc1NC(=O)c1cc(C)cc(C)c1	1	0	6	-9	?	76*	-12	-10	-73	0.6
Carrying on:
SMILES	NSD2 inh	Rtt109 HAT inh	PfHsp90 set2	PvdQ inh	SR-BI DiI inh	CAL PDZ FP-1	dFosB act	MITF TRPM1 HTS	SR-BI DiI-HDL act	CAL PDZ FP-2
COc1ccc(NC(=O)CSc2nc3ccccc3nc2N2CCOCC2)cc1	.	15	14	7	19	.	-4	.	-19	-1.4
O=C(NCCCN1CCN(c2ccc(F)cc2)CC1)NC12CC3CC(CC(C3)C1)C2	4	5	-1	1	17	0	-9	-6	-17	-2.3
CCNC(=S)Nc1cc(C(=O)N2CCCC2)ccc1N1CCCC1	5	5	-6	5	-3	-5	-4	-10	3	-0.6
COCCN1CCN(C(=O)C2CCC(=O)N(Cc3ccccc3F)C2)CC1 (configuration not stated)	0	-6	4	-11	3	.	-6	0	-3	-0.1
CN(CCc1ccccc1)C(=O)c1cccc(NC(=O)Cc2cccc([N+](=O)[O-])c2)c1	.	5	-1	-9	11	-3	-7	-9	-11	-0.3
O=C(CN(c1cccc(C(F)(F)F)c1)S(=O)(=O)c1ccc(Cl)c([N+](=O)[O-])c1)NCc1ccccc1	-2	-3	-5	7	-27	-2	0	-10	27	-0.3
CC(C)c1nc2c(c(=O)c3ccccc3n2C)c(=O)n1-c1ccc(F)cc1	2	3	-4	-7	3	-1	1	1	-3	-1.2
CCOC(=O)c1ccc(NC(=O)c2c(N)n(Cc3ccccc3)c(=O)[nH]c2=O)cc1	.	7	5	-5	12	-7	-17	-37	-12	0.1
O=C(CSc1nc2sc3c(c2c(=O)[nH]1)CCC3)NCCO	-1	-3	-9	1	-22	-1	2	6	22	-1.2
O=C(NC1CC1)c1ccc(COc2ccc(F)cc2)o1	3	3	-29	-17	-2	-3	10	-5	2	0.1
c1ccc(OCc2nc3ccccc3s2)cc1	-2	.	.	-5	-15	0	1	.	15	-2.8
CCCCOC(=O)Cn1cnc2ccc(Br)cc2c1=O	-1	1	-18	2	-9	-4	2	8	9	0.3
COC(=O)CC1C(C(=O)OC)ON2OC(C(=O)OC)C(C(=O)OC)C12 (configuration not stated)	1	9	13	-14	-6	1	6	-5	6	0.0
CCCCn1c(Cc2ccccc2)nnc1SCC(=O)Nc1cc(C)on1	1	-3	-19	-4	4	-1	-3	2	-4	-2.1

Results in CAL PDZ FP-2, NSD2 inh and MITF TRPM1 HTS, for 3 of the compounds above:
| mol | CAL PDZ FP-2 | NSD2 inh | MITF TRPM1 HTS |
| --- | --- | --- | --- |
| c1ccc(OCc2nc3ccccc3s2)cc1 | -2.8 | -2 | . |
| CCCCOC(=O)Cn1cnc2ccc(Br)cc2c1=O | 0.3 | -1 | 8 |
| COC(=O)CC1C(C(=O)OC)ON2OC(C(=O)OC)C(C(=O)OC)C12 (configuration not stated) | 0.0 | 1 | -5 |
